PPC-1+TRAIL kill = PPC-1 cancer cell killing with TRAIL present. PPC-1 cells + TRAIL, ATPLite viability luminescence. cell killing (% activity), % at 4 µM. 0.41% of 220,000 active;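 active = cell killing above 50% in the first pass at 4 µM, then a duplicate retest at 5 µM averaging 50% or more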;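 note: plate controls were cells with TRAIL plus DMSO for no effect and medium-only wells lacking cells for full effect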
zVAD death inh = L929 zVAD cell death inhibition. viability rescue, % at 10 µM. L929 zVAD necroptosis rescue, ATP luminescence, 24 h; with zVAD 60 µM. 0.38% of 220,000 active;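 active = activation, scaled between plate controls, above about 75%, limit read from the data; inactive = activation under that limit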;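 note: 0% = zVAD with DMSO and 100% = DMSO alone without zVAD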
Wee1 stabilizer = inhibitors of human Wee1 degradation | HeLa Luc-Wee1K328M stability, luciferase luminescence; 100% = proteasome inhibitor MG132 effect | 1.2% of 220,000 active | reporter increase, % at 5 µM | P30291 | AID 1321;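 active = activation above the mean of all tested compounds plus 3 SD, set per screening run, cut at about 8.8% in these data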;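 note: cells exposed to compound for 20 h before luminescence read; 0% = DMSO alone and 100% = MG132 at 30 µM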
Tb hexokinase = blocks Trypanosoma brucei hexokinase 1 activity; recombinant TbHK1, G6PDH-coupled NADH A340; inhibition, % at 10 µM; 0.11% of 220,000 active;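 active = inhibition of 50% or more in the single-dose primary screen; inactive = inhibition below 50%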
TNF death inh = TNF-alpha cell death inhibition in Jurkat FADD-/- cells; AID 463075; activation (protection from cell death), % at 10 µM; Jurkat FADD-/- TNF necroptosis rescue, ATP luminescence, 24 h; 0 = TNF only, 100 = no-TNF cells; 0.068% of 220,000 active;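 active = activation, meaning protection from cell death, of at least 50% relative to plate controls; inactive = activation below 50%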;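 note: necroptosis triggered by 40 ng/mL TNF-alpha added together with compound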
FXIa inh 1536 = factor XIa (human) inhibition | 0.14% of 220,000 active | P03951 | inhibition, % at 5 µM | purified FXIa, Boc-Glu-Ala-Arg-AMC fluorogenic substrate;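 active = inhibition of at least 40%; inactive = inhibition below 40%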;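 note: fluorescence of freed AMC excited at 355 nm; 0% = enzyme without compound and 100% = no enzyme blank; many of its hits are not listed in these tables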
FXIIa inh = blocks human coagulation factor XIIa protease activity. purified FXIIa, Boc-QGR-AMC fluorogenic substrate, 2 h. inhibition, % at 5 µM. 0.3% of 220,000 active. AID 800; in the data active = inhibition above about 40%;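 note: 0% = enzyme with no compound and 100% = blank without enzyme; many of its hits are not listed in these tables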
PGE2 EP2 inh = inhibitors of human EP2 prostaglandin E2 receptor | P43116 | C6 glioma cells expressing human EP2, cAMP TR-FRET; cells stimulated with saturating PGE2 | inhibition, % at 25 µM | 0.52% of 260,000 active;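 active = percent inhibition above 40 after rounding to a whole number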;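 note: rat C6 glioma host cells with rolipram phosphodiesterase inhibitor present; the protocol text gives 20 µM as final concentration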
CHOP inhibitor = CHOP inhibition in unfolded protein response; CHO-K1 CHOP-promoter luciferase, tunicamycin-induced, 15-18 h; inhibition, % at 10 µM; 3.8% of 220,000 active; AID 2732;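 active = compounds that reduced the stress-induced luciferase reporter signal by more than about 70% of percent inhibition, limit read from the data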;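 note: 0% = tunicamycin plus vehicle and 100% = wells without tunicamycin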
Numbers without * were called inactive; / = not tested or not shown; & = joins results of further samples; [ ] = dose if it differs, or a comment.

Structure	PGE2 EP2 inh	TNF death inh	FXIa inh 1536	Tb hexokinase	PPC-1+TRAIL kill	FXIIa inh	Wee1 stabilizer	zVAD death inh	CHOP inhibitor
O=C(CN1CCCCC1)Nc1ccc(S(=O)(=O)N2CCCCCC2)cc1	10	-3.0	1	3	-12	11	1	0.5	20
Cc1ccc(-n2c(-c3ccco3)nc3c(cnn3-c3ccc(C)cc3)c2=O)cc1	15	3.9	2	-1	-11	6	-2	-0.9	29
CC1(C)CC(=O)C=C(NCCN2CCN(C(=O)Nc3ccc(Cl)cc3)CC2)C1	14	-2.4	-8	-2	-1	-3	-2	-0.1	23
CCCCN1C(=O)C2Cc3c([nH]c4ccccc34)CN2C1=S (stereo not given)	5	0.7	2	-1	12	11	4	4.7	80*
O=S(=O)(C(=CNc1ccccc1)S(=O)(=O)c1ccccc1)c1ccccc1	8	0.3	5	-1	3	12	0	49	20
Cn1c(-c2ccc([N+](=O)[O-])cc2)nc2ccccc21	7	0.3	-1	-22	9	-5	0	0.4	19
Cc1nc2ccccc2n1CC(=O)OCC(=O)Nc1ccc2c(c1)OCCO2	20	-3.1	-6	4	19	1	-1	-0.3	2
CCOC(=O)c1c(CN2CCOCC2)n(-c2ccccc2)c2cc(Br)c(O)c(CN(C)C)c12	19	-1.9	4	-13	-6	8	0	-0.2	21
O=C(COc1ccc(S(=O)(=O)NCCc2ccccc2)cc1)N1CCCC1	11	-0.6	1	4	6	18	2	/	1
Brc1ccc(CSc2nccn2-c2ccccc2)cc1	13	-3.9	-3	4	17	12	-2	-0.2	76*
CC(C)(O)C#Cc1ccc(C(=O)NC2CCCCC2)s1	2	1.4	-2	-2	6	8	3	50	2
CCOC(=O)N1CCN(C(=O)CNCc2cccs2)CC1	10	-4.4	-2	2	9	7	2	-0.2	35
O=c1c(C(c2nnnn2C2CCCCC2)N2CCCCC2)coc2ccc(Cl)cc12 (stereo not given)	9&8	-11	7	0	-1	13	-1	-0.8	3
CC(=O)Nc1ccc(OC/C=C(\C)Cl)cc1	7	-0.3	10	39	-16	16	-3	2.3	-2
N#Cc1cc2cc3c(cc2nc1SCC(=O)OC1CCCCC1)OCO3	19&6	-1.7	4	-1	0	13	0	-0.4	79*

Full records as entered above:
Listed for CC1(C)CC(=O)C=C(NCCN2CCN(C(=O)Nc3ccc(Cl)cc3)CC2)C1 = PGE2 EP2 inh: 14; TNF death inh: -2.4; FXIa inh 1536: -8; Tb hexokinase: -2; PPC-1+TRAIL kill: -1; FXIIa inh: -3; Wee1 stabilizer: -2; zVAD death inh: -0.1; CHOP inhibitor: 23
Listed for CCCCN1C(=O)C2Cc3c([nH]c4ccccc34)CN2C1=S (stereo not given) = PGE2 EP2 inh: 5; TNF death inh: 0.7; FXIa inh 1536: 2; Tb hexokinase: -1; PPC-1+TRAIL kill: 12; FXIIa inh: 11; Wee1 stabilizer: 4; zVAD death inh: 4.7; CHOP inhibitor: 80*

Other entries
Structure	PGE2 EP2 inh	TNF death inh	FXIa inh 1536	Tb hexokinase	PPC-1+TRAIL kill	FXIIa inh	Wee1 stabilizer	zVAD death inh	CHOP inhibitor
O=C(NC1c2ccccc2-c2ccccc21)c1ccco1	/	0.3	0	-2	-5	11	2	1.8	21
Cc1cc(C)cc(NC(=O)C(NCC2CCCO2)c2ccccc2)c1 (stereo not given)	5	1.1	7	1	13	10	2	1.6	30
O=C(CSc1nc2ccccc2[nH]1)N1c2ccccc2Sc2ccccc21	8	0.4	-3	11	6	2	2	1.7	13
Cc1cc(NC(=O)COc2ccc(N(C)S(=O)(=O)c3ccccc3)cc2)no1	10	1.2	-2	2	6	12	-1	1.5	16
Cc1ccc(N(C(=O)c2csnn2)C(C(=O)NC(C)(C)C)c2cccnc2)cc1C (stereo not given)	6	0.9	0	-3	16	9	1	-0.6	-16
CCn1c2ccccc2c2cc([N+](=O)[O-])ccc21	4	-0.2	2	0	27	8	-2	2.1	12
CCOC(=O)N1CCC(=C2c3ccc(Cl)cc3CCc3cccnc32)CC1	10&12&12	-0.7	4	-8	-7&-8	12	0&-1	2.6	9&-2&-12
Cc1cccn2cc(COc3cccc([N+](=O)[O-])c3)nc12	4	0.5	0	-2	2	8	-1	-0.2	-4
Cc1[nH]n(-c2ccccc2)c(=O)c1C(C[N+](=O)[O-])c1ccc(Br)cc1 (stereo not given)	12	3.9	-1	-8	6[5 µM]	29	5	0.3	17
Cc1ccc(-c2cc(=O)[nH]c3ccccc23)cc1	7	-3.8	/	3	/	/	-1	-0.5	/
COc1ccccc1Oc1nc(-c2ccccc2)cc(C)c1S(C)(=O)=O	6	0.4	0	2	6	11	-2	0.1	30
CC(Sc1nnc(Cc2ccc([N+](=O)[O-])cc2)o1)C(N)=O (stereo not given)	5	-4.4	13	-3	-13	2	-1	0.5	3
CC1(c2ccc([N+](=O)[O-])cc2)CC(C)(C)N(C(=O)c2ccccc2)c2ccccc21 (stereo not given)	1	-0.5	4	-1	18	6	3	0.3	81*
CCCc1nnc(NC(=O)Cn2c(=O)oc3cc(Br)ccc32)s1	16	1.0	-14	2	3	8	-1	0.8	48
CCOc1ccc(-n2c(SCC(=O)NCc3ccco3)nc3c(c2=O)SCC3)cc1	5	0.7	2	-15	-18	14	-2	0.9	39

Pulled by compound from above, three records:
Structure	PGE2 EP2 inh	TNF death inh	FXIa inh 1536	Tb hexokinase	PPC-1+TRAIL kill	FXIIa inh	Wee1 stabilizer	zVAD death inh	CHOP inhibitor
CC1(C)CC(=O)C=C(NCCN2CCN(C(=O)Nc3ccc(Cl)cc3)CC2)C1	14	-2.4	-8	-2	-1	-3	-2	-0.1	23
CCOc1ccc(-n2c(SCC(=O)NCc3ccco3)nc3c(c2=O)SCC3)cc1	5	0.7	2	-15	-18	14	-2	0.9	39
O=S(=O)(C(=CNc1ccccc1)S(=O)(=O)c1ccccc1)c1ccccc1	8	0.3	5	-1	3	12	0	49	20

(list continues)
Structure	PGE2 EP2 inh	TNF death inh	FXIa inh 1536	Tb hexokinase	PPC-1+TRAIL kill	FXIIa inh	Wee1 stabilizer	zVAD death inh	CHOP inhibitor
Cc1nccn1CCC1CCCCN1C(=O)CCc1nnc(-c2ccsc2)o1 (stereo not given)	5	1.8	-5	-1	16	2	6	-0.1	7
COc1ccc(S(=O)(=O)NCCSCc2ccccc2C)cc1Br	4	-2.2	2	19	4	1	-1	0.0	66
Cc1ccc2[nH]c(=O)c(CN(Cc3ccco3)S(=O)(=O)c3c(C)ccc4nsnc34)cc2c1	13	-16	4	5	15	10	0	0.2	-1
Cn1c(SCC(=O)N2CCc3ccccc3C2)nnc1-c1ccncc1	12	0.4	-15	4	31	14	0	0.7	-3
CCCCc1cc(=O)oc2cc(OCc3nn[nH]n3)ccc12	7	1.6	-15	-27	5	3	-2	0.1	5
O=C(NCC1CCCO1)C(c1ccccn1)N(Cc1ccccc1Cl)C(=O)CN1C(=O)c2ccccc2S1(=O)=O (stereo not given)	10	0.3	33	-2	5	34	-1	-1.6	-43
CCn1c(CC(=O)Nc2ccccc2F)nnc1SCC(=O)N1CCN(c2ccccc2)CC1	12	-1.1	-12	2	-32	0	1	-0.4	-3
O=c1cc(-c2ccc(C3CCCCC3)cc2)[nH][nH]1	12	-2.1	-6	2	10	2	2	0.6	55
C/C(=N\NC(=O)c1c(C)nc2ccccn12)c1ccco1	2	-1.4	-7	-28	19	4	0	0.7	-19
CCOC(=O)c1ccc(NC(=O)CCOc2ccccc2)cc1	17	0.8	-4	-9	1	5	1	0.3	14
Cc1cc(C)nc(SCC(=O)c2cc3ccccc3oc2=O)n1	7	-2.7	4	-11	37	-2	-2	-0.4	13
Cc1ccc(NC(=O)c2cc(S(=O)(=O)NCCC3=CCCCC3)ccc2F)cc1	3	-1.2	7	5	7	11	1	1.3	65
Cc1nnsc1C(=O)N1CCCC(C(=O)c2ccc(C(F)(F)F)cc2)C1 (stereo not given)	4	0.4	1	3	4	10	-2	-0.2	15
COc1ccc(NC(=O)C(C)N2c3cccc4cccc(c34)S2(=O)=O)cc1 (stereo not given)	7	-0.3	1	-4	5	6	0	0.1	12
CCCOc1ccc(/C(O)=C2/C(=O)C(=O)N(CCCn3ccnc3)C2c2ccco2)cc1 (stereo not given)	9	-1.8	3	-8	10	7	4	0.1	65
COc1ccc(Cl)cc1NC(=O)c1oc(C)nc1C	12	-2.4	9	-6	-4	22	-3	-0.5	15
CCCCOC(=O)c1cc(-c2ccc(/C=N/n3cnnc3)o2)ccc1Cl	16	-4.5	/	-22	/	/	-1	-0.3	/

Exported with each value named: part of the list above.
C/C(=N\NC(=O)c1c(C)nc2ccccn12)c1ccco1
  PGE2 EP2 inh: 2	TNF death inh: -1.4	FXIa inh 1536: -7	Tb hexokinase: -28	PPC-1+TRAIL kill: 19	FXIIa inh: 4	Wee1 stabilizer: 0	zVAD death inh: 0.7	CHOP inhibitor: -19
CCOC(=O)c1ccc(NC(=O)CCOc2ccccc2)cc1
  PGE2 EP2 inh: 17	TNF death inh: 0.8	FXIa inh 1536: -4	Tb hexokinase: -9	PPC-1+TRAIL kill: 1	FXIIa inh: 5	Wee1 stabilizer: 1	zVAD death inh: 0.3	CHOP inhibitor: 14
Cc1cc(C)nc(SCC(=O)c2cc3ccccc3oc2=O)n1
  PGE2 EP2 inh: 7	TNF death inh: -2.7	FXIa inh 1536: 4	Tb hexokinase: -11	PPC-1+TRAIL kill: 37	FXIIa inh: -2	Wee1 stabilizer: -2	zVAD death inh: -0.4	CHOP inhibitor: 13
Cc1ccc(NC(=O)c2cc(S(=O)(=O)NCCC3=CCCCC3)ccc2F)cc1
  PGE2 EP2 inh: 3	TNF death inh: -1.2	FXIa inh 1536: 7	Tb hexokinase: 5	PPC-1+TRAIL kill: 7	FXIIa inh: 11	Wee1 stabilizer: 1	zVAD death inh: 1.3	CHOP inhibitor: 65

Compound activity: PubChem BioAssay, several laboratories

These rows are one share of the data, so the mix of outcomes need not match the whole.
